# High-throughput results (PubChem BioAssay)
# RECQ1 helicase – inhibitors of human RECQ1 DNA helicase. AID 2549. Potency, µM (doses to about 57.3 µM), for inactives: at the highest dose activity, negative = inhibition, most hits filed as inhibitors. RECQ1 DNA unwinding, red fluorescence kinetic read. 240,000 compounds, 0.54% hits;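 further: plate controls were vehicle for no effect and no enzyme for full effect; nearly all actives have a fitted effect of over 30% in size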
# Target sequence (P46063 whole entry, looked up): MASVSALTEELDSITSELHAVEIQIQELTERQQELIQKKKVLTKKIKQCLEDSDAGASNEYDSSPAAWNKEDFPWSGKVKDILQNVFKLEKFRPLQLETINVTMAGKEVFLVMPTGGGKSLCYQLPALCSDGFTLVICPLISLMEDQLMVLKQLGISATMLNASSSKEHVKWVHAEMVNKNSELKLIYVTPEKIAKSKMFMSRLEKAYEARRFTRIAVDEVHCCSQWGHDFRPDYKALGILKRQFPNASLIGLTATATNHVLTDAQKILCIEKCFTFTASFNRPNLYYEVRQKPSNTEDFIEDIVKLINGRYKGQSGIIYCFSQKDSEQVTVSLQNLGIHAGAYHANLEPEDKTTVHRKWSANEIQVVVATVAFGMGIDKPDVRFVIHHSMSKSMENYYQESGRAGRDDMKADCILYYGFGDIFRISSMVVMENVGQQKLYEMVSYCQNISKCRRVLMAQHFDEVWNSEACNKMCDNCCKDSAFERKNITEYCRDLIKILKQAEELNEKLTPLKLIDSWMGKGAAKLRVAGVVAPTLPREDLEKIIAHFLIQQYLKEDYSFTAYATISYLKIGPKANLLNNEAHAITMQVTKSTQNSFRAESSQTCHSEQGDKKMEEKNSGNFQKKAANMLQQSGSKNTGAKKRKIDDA
#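 RECQ1T1 50 nM; forked duplex (20 bp + 30-nt ss tails) 200 nM, ATP 2 mM final; pH 8.0, 2 mM MgCl2, 2.5 ug/ml poly(dI-dC); 15 min compound preincubation; discontinuous kinetic read over 2 h at RT.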
# KDM4E inh – inhibitors of human JMJD2E histone demethylase; Potency, µM (doses to about 57.1 µM), without a hit: top-dose activity change, negative = inhibition, hits mostly inhibitors; JMJD2E catalytic domain, FDH-coupled NADH fluorescence (FDH is formaldehyde dehydrogenase); 230,000 compounds, 1.6% hits; active means well fitted inhibition curve with a large enough effect, not every such curve was filed as active; inconclusive means small, poorly fitted or top-dose-only effect, or another doubt; inactive means no such curve, though single readings can be large or run the other way;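 further: 0% = wells with enzyme and -100% = buffer wells without enzyme; nearly all actives have a fitted effect of over 50% in size; many of its hits are not listed in these tables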
# GoLoco inh red – inhibitors of human Gai1-RGS12 GoLoco interaction (red fluorophore) | P63096 | Gai1:RGS12 GoLoco peptide FP, rhodamine, 10 min | Potency, µM (doses to about 61.6 µM), for inactives: top-dose activity, negative = inhibition, actives largely listed as inhibitors | 230,000 compounds, 0.44% hits | AID 880; active means well fitted inhibition curve with a large enough effect, not every such curve was filed as active; inactive means no such curve, though single readings can be large or run the other way; further: on the % scale 0 is the no-effect control and ±100 the full control effect; nearly all actives have a fitted effect of over 30% in size; many of its hits are not listed in these tables
# Target sequence (P63096 whole entry, looked up): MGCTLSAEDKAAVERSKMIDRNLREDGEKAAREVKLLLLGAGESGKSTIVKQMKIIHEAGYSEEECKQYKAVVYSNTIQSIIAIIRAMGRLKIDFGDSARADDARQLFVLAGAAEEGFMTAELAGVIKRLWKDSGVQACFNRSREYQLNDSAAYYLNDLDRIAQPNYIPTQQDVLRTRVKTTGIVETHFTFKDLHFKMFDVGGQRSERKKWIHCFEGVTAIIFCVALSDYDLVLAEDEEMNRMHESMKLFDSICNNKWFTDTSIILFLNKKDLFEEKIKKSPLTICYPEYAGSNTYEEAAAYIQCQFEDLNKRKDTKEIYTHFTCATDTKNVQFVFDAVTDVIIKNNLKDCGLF
# Luc counter – blocks Kinase-Glo luciferase, a counter-screen artifact; 200,000 compounds, 0.28% hits; Kinase-Glo luciferase, ATP luminescence, 8 min; Potency, µM (highest dose often 38.3 µM), without a hit: top-dose activity change, negative = inhibition, actives largely listed as inhibitors; AID 1379; further: on the % scale 0 is the no-effect control and ±100 the full control effect; nearly all actives have a fitted effect of over 60% in size
#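 Compounds were added to a substrate mix at pH 7.2 (50 mM imidazole, 10 uM ATP, within the enzyme's linear range), followed by Kinase-Glo detection reagent; luminescence was measured after 8 minutes at ambient temperature.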
# Epigenetic derep – epigenetic control regulation, reporter derepression | 280,000 compounds, 0.2% hits | Potency, µM (titrated, usually from 53.9 µM), for inactives: top-dose GFP activation, most hits filed as activators | murine LDR cells, GFP reporter derepression, 30 h; further: % of control where 0% means no effect; nearly all actives have a fitted effect of over 60% in size
#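 Derepression of a silenced CMV-GFP reporter in murine LDR cells is scored by enumerating GFP-positive cells with a laser-scanning microplate cytometer after 30 hours of treatment at 37 C.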
# NPSR antag – blocks cAMP signaling of the human neuropeptide S receptor | Potency, µM (series often up to 38.3 µM), inactives show at the top dose activity change, negative = inhibition, hits mostly inhibitors | AID 1461 | CHO-NPSR cells, cAMP TR-FRET, antagonist mode | 220,000 compounds, 1% hits; further: on the % scale 0 is the no-effect control and ±100 the full control effect; nearly all actives have a fitted effect of over 50% in size; many of its hits are not listed in these tables
# IMPase Li cell – IMPase inhibition in cells with lithium potentiation. AID 1457. 210,000 compounds, 0.35% hits. CHO-M1 cells, IP1 TR-FRET (IP-One), carbachol + lithium. Potency, µM (top dose mostly 59.4 µM), for inactives: at the highest dose activity, negative = IMPase inhibition, usual class: inhibitors;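 further: IP1 builds up when IMPase is blocked and the TR-FRET signal falls; plate controls were basal vehicle for no effect and high inhibitor control for full effect; nearly all actives have a fitted effect of over 50% in size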
#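 Steps: plate 2000 CHO-M1 cells per well and culture 16–30 h; add compound and lithium; incubate 30 min, 37C; add d2-IP1 tracer and Eu cryptate anti-IP1 antibody in lysis buffer; read after 10 min at room temperature.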
# SMN2 splice up – enhancers of SMN2 splice variant expression; HEK293 SMN2-luciferase splicing reporter, luminescence, 30-36 h; Potency, µM (doses to about 46.1 µM), for the others: top-dose activity change, positive = activation, most hits filed as activators; 210,000 compounds, 2.8% hits; AID 1458; further: % of control where 0% means no effect; nearly all actives have a fitted effect of over 55% in size
#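 qHTS luciferase splicing reporter: luminescence rises when SMN2 exon 7 is included in transfected HEK293 cells. Compound exposure lasted 30-36 h at 37C, with 4.5 mM final sodium butyrate as control, followed by a ONE-Glo read.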
# * marks the source's active call; other numbers are inactive results; i = inactive; ? = inconclusive; . = not tested or not shown; & = joins results of further samples; ! = repeats disagree; [ ] = dose if it differs, or a comment. Unless noted, the call rests on the fitted dose curve; in most records, active means well fitted curve in the direction sought with a large enough effect; inconclusive means small, poorly fitted or top-dose-only effect, or another doubt; inactive means no such curve, though single readings can be large; an effect the other way counts as inactive or inconclusive. Potency means the concentration at half of the fitted maximal effect. A portion of the library (hit frequency here may not be typical).
SMILES,Luc counter,SMN2 splice up,GoLoco inh red,KDM4E inh,IMPase Li cell,NPSR antag,RECQ1 helicase,Epigenetic derep
C=CCCCCCCCCC(=O)Nc1c[nH]c(=O)[nH]c1=O,-3%,-13%,6%,3%,-1%[38.3 µM],2%[46.1 µM],-1%,-3.3%
CCN(CC)CC(=O)Nc1ccc([N+](=O)[O-])cc1,0%,-3%,3%,-12%,1%,7%,i,-0.7%[10.1 µM]
CNC(=O)Nc1nnc(C(C)(C)C)s1,17%,-20%,3%,7%,17%[38.3 µM],1%[46.1 µM],-5%,-2.1%
Cc1ccc(/C=N/NC(=O)C(c2ccncc2)N2CCOCC2)cc1 (stereo unspecified),.,.,-4%,7%,.,?,-5%,0.0%
CC(C)C1=NOC(C(=O)N2CCC(N3CCC(C(=O)N4CCOCC4)CC3)CC2)C1 (stereo unspecified),-1%,.,9%,7%,5%,-17%,-6%,1.1%
O=C(Cc1ccccc1)NCCn1ccc2ccccc21,2%,-8%,8%,12%,18%[38.3 µM],-8%[46.1 µM],-4%,0.0%
CCn1c(COc2cccc(C)c2)nc2ccccc21,-7%,-9%,-5%,4%,31%[activator],-11%[46.1 µM],6%,-1.1%&-1.2%
CC(Nc1ccc(Cl)cc1)C(=O)NN (stereo unspecified),.,.,1%,14%,.,12%,8%,-3.1%
Cc1cccc(OCc2n[nH]c(=S)n2-c2ccccc2)c1,-5%,0%,12%,-23%,-3%,-23%,i,1.1%
COc1ccccc1Nc1ccc(Nc2ccccc2OC)nn1,.,.,.,0%,.,-20%[46.1 µM],-7%,0.0%
COC(=O)c1ccc(COn2nnc3ccccc32)cc1,-14%,13µM*,102%[activator],1%,6%,-3%,-13%,-2.1%
CC(C)NC(=O)C(=O)NCCN1CCN(C(=O)c2ccc(C(C)(C)C)cc2)CC1,-2%,2%,7%,6%,4%,6%,i,0.0%
CC[N+](CC)(CC)CC(=O)Nc1c(C)cccc1C,1%,8%&-9%&1%&-2%,12%&2%&10%&6%&-3%&0%,6%&1%&2%,8%&2%&7%&2%&20%&22%,14%[46.1 µM],-7%&17%&-7%,-0.1%&0.4%&0.0%&0.0%&4.5%&2.3%
O=C(COc1ccc(F)cc1Br)N1CCN(S(=O)(=O)/C=C/c2ccccc2)CC1,2%,-3%,-9%,-6%,5%,-5%,-10%,-2.9%
NC(=O)c1cc2ccccc2o/c1=N/NC(=O)c1cccs1,0%,15%,4%,-1%,10%,-43%,i,10%
Nc1ncnc2c1ncn2[C@@H]1O[C@H](COP(=O)(O)OP(=O)(O)CP(=O)(O)O)[C@@H](O)[C@H]1O,.,13%,1%,.,-23%,.,6%,4.0%
CCC(CO)Nc1nc2ccc(Cl)cc2c2ccccc12 (stereo unspecified),.,.,-7%,?,.,36%,12%,?
COc1ccc(OC)c(/C=N/N=C2\SCC(=O)N2Cc2ccco2)c1,4%,-19%,2%,?,-2%,-15%,-4%,-2.2%
COc1cc(NC(=O)c2ccc(N)nc2)cc(C(=O)Nc2cccc(C(F)(F)F)c2)c1,.,.,8%,?,.,-6%,i,-0.2%
COc1cc(O)c(C(=O)/C=C/c2ccccc2)c(OC)c1,-7%,-30%,25µM*!,8%&-5%,15%,-12%,-24%,?
COc1cccc(-n2c(C)nc3cc(C(=O)O)ccc32)c1,-4%,-13%&13%,-6%,-9%,19%[38.3 µM],-16%[46.1 µM],i,3.7%&-1.0%
COc1ccc(-c2[nH]ncc2CN(C)C(C)c2ccncn2)c(F)c1 (stereo unspecified),.,.,4%,-2%,.,-1%,-5%,0.5%
Cc1cc(-c2nc(C)c(C(=O)NNS(=O)(=O)c3cccc(C(F)(F)F)c3)s2)no1,.,.,11%,12%,.,18%,10%,0.0%
COc1ccc(CC2(CO)CCN(C/C=C/c3ccccc3OC)CC2)cc1,-1%,.,17%,7%,4%,1%,i,-0.1%
O=C(N/N=C/c1ccccc1OCC(=O)N1CCCC1)C(=O)Nc1ccccc1F,8.9µM*,12%,16%,2%,-2%,13%,-12%,0.0%
Cc1cccc(-n2ncc3c(NCc4ccco4)ncnc32)c1,0%,16µM*,15%,?,6%,3%[46.1 µM],-2%,3.5%
COCCCNC(=O)Cn1nnc(-c2ccccc2NC(=O)c2ccc(F)cc2)n1,6%,-6%,2%,-24%,-30%[38.3 µM],-20%[46.1 µM],-9%,0.9%
COc1cc(C)ccc1OCCON1C(=O)CCC1=O,-5%,-3%,6%,?,1%,13%,i,-1.3%
O=C(/C=C/c1c(Cl)cccc1Cl)NCc1ccccc1,2%,-20%,10%,-3%,-7%,5%,1%,0.0%
COc1ccc(-n2c(NC(=O)c3ccco3)c(C#N)c3nc4ccccc4nc32)cc1,2%,?,44%[activator],3%,?,-6%[46.1 µM],17%,?
CN1CCN(c2ccc(NC(=O)c3ccc(Cl)cc3)cn2)CC1,0%,-2%,13%,-5%,12%,-1%,i,1.1%
CCOC(=O)N1CCN(c2ccccc2O)CC1,-6%,-32%[inhibitor],-5%,7%,10%[38.3 µM],-1%[46.1 µM],i,-1.0%
N#Cc1c(NC(=O)CSc2ncn[nH]2)sc2c1CCCCC2,1%,-74%[inhibitor],-3%,-4%,24%[38.3 µM],3%[46.1 µM],-4%,-1.0%
CCOC(=O)c1sc(NC(=O)OC)c(C(=O)OC)c1C,1%,-5%,10%,3%,8%,-45%,i,0.2%
O=C(O)C1CC=CCC1C(=O)Nc1cccc(Cl)c1 (stereo unspecified),1%,-28%,-11%,1%,3%[38.3 µM],-5%[46.1 µM],-1%,-1.0%
O=C(NCCc1ccccc1)c1ccc(NCC2CCCO2)c([N+](=O)[O-])c1 (stereo unspecified),5%,10µM*,2%,-22%,10%,-16%,-16%,2.0%
N#CCCn1cc(/C=C2\NC(=S)N(c3ccccc3)C2=O)c(-c2ccc(-c3ccccc3)cc2)n1,-2%,2%,3%,2%,4%,-48%,-29%,?
C/C(=N\NC(=O)c1ccc(C)cc1)C1C(=O)c2ccccc2C1=O,-3%,-8%,8%,25µM*,9%,-19%[46.1 µM],i,-2.3%
COc1cc(CC(=O)OCC(=O)Nc2cc(S(=O)(=O)N3CCCC3)ccc2Cl)cc(OC)c1OC,-1%,14%,14%,-1%,25%[38.3 µM],-12%[46.1 µM],-9%,8.8%
COc1cc(OC)cc(C(=O)N[C@H](C(=O)OCC(=O)NC(C)c2ccccc2)C(C)C)c1 (stereo partly specified),.,.,.,?,.,-15%[46.1 µM],-9%,0.1%
CCOC(=O)COc1c(Cl)cc(C2NC(=S)NC(c3ccccc3)=C2C(C)=O)cc1OCC (stereo unspecified),1%,13%,-33%,2%,4%,-30%,-12%,-1.0%
Nc1cc(=O)[nH]c(SCC(=O)Nc2cc(Cl)ccc2Cl)n1,.,.,5%,1%,.,-12%,-7%,0.1%
CCCCC(CC)C(=O)O (stereo unspecified),.,-6%,3%,.,-2%,.,-6%,.
CCOC(=O)c1nnc2ccnn2c1N,8%,-2%,8%,1%,0%[38.3 µM],-11%[46.1 µM],-8%,5.3%
COc1cccc(-c2nc(CS(=O)CC(=O)O)c(C)o2)c1 (stereo unspecified),-1%,5%,4%,?,-6%[38.3 µM],2%[46.1 µM],-9%,1.2%
CCOC(=O)N1CCN(C2CC(=O)N(c3ccc(Cl)c(Cl)c3)C2=O)CC1 (stereo unspecified),0%,-3%,1%,1%,4%,0%[46.1 µM],i,-0.8%
COc1ccccc1N(Cc1cc2cccc(C)c2[nH]c1=O)C(=O)C(C)C,-2%,9%,3%,-13%,-3%[38.3 µM],-18%[46.1 µM],-7%,-0.9%
O=C(Nc1cc2c(cc1Br)OCCO2)c1ccco1,-8%,13µM*,4%,-1%,-5%,15%[46.1 µM],1%,-1.0%
CC(C)c1ccc(N(CC(=O)NCCSC(C)(C)C)S(C)(=O)=O)cc1,0%,0%,-16%,4%,17%[38.3 µM],-15%[46.1 µM],i,4.5%
CCCNC(=O)N1CCN(c2nc(C(C)C)c3c(c2C#N)CC(C)(C)OC3)CC1,-7%,?,5%,?,6%[38.3 µM],-13%[46.1 µM],-6%,1.5%

# Reformatted with two lines to a compound: entries from further up.
# Order of values: Luc counter	SMN2 splice up	GoLoco inh red	KDM4E inh	IMPase Li cell	NPSR antag	RECQ1 helicase	Epigenetic derep
- COc1ccc(-n2c(NC(=O)c3ccco3)c(C#N)c3nc4ccccc4nc32)cc1
  2%	?	44%[activator]	3%	?	-6%[46.1 µM]	17%	?
- CN1CCN(c2ccc(NC(=O)c3ccc(Cl)cc3)cn2)CC1
  0%	-2%	13%	-5%	12%	-1%	i	1.1%
- CCOC(=O)N1CCN(c2ccccc2O)CC1
  -6%	-32%[inhibitor]	-5%	7%	10%[38.3 µM]	-1%[46.1 µM]	i	-1.0%
- N#Cc1c(NC(=O)CSc2ncn[nH]2)sc2c1CCCCC2
  1%	-74%[inhibitor]	-3%	-4%	24%[38.3 µM]	3%[46.1 µM]	-4%	-1.0%
- CCOC(=O)c1sc(NC(=O)OC)c(C(=O)OC)c1C
  1%	-5%	10%	3%	8%	-45%	i	0.2%

# The list goes on.
SMILES,Luc counter,SMN2 splice up,GoLoco inh red,KDM4E inh,IMPase Li cell,NPSR antag,RECQ1 helicase,Epigenetic derep
Cc1ccc(/C(O)=C2/C(=O)C(=O)N(CCN3CCOCC3)C2c2ccccn2)cc1 (stereo unspecified),0%,7%,-14%,?,19%[38.3 µM],?,-14%,12%
COc1ccc(-c2cc3nnc(-c4ccccc4)nc3s2)cc1,-28%,0.71µM*,13%,-9%,-10%,-5%[46.1 µM],i,4.0%
Cc1ccccc1N1CCN(Cc2nc(Cc3ccccc3)no2)CC1,2%,-6%,12%,-9%,2%,-3%,i,0.0%
Cc1cc(F)ccc1NCc1ccc([N+](=O)[O-])cc1,0%,-36%[inhibitor],0%,-2%,9%,-41%,-7%,-2.8%
